# Assay outcomes (PubChem)
# T cell HTS – T cell immune modulation candidate; 2C CD8+ T cell-vesicle binding, flow cytometry; stronger effect = lower value; calls only at 7 µM; hit rate 0.068% among 330,000; AID 2052;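 active means response, share of CD8 T cells binding vesicles, and their 90th percentile fluorescence all below set limits, cut at about 80% in these data, passing the limit was not always enough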
#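 Material: murine 2C transgenic CD8+ T lymphocytes / Also added: QL9-peptide-loaded Drosophila micro-vesicles bearing Ld, ICAM-1 and B7-1 / Schedule: binding step 1.5 h, 37 °C, antibody labelling 20 min, ice / Signal: flow cytometry, PE anti-B7-1 (FL2) versus Alexa647 anti-CD8 (FL8), PFA-fixed / Evaluation: percent CD8+ FL2 mean versus row control / Benchmarks: naked versus QL9-loaded vesicles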
# Dynein transport – blocks dynein driven cargo transport along microtubules; 3617.4 mouse cells, GR-EGFP nuclear translocation imaging; test concentration mostly 20 µM; stimulated with dexamethasone, 1 µM; stronger effect = lower value; z-score, hits read low; hit rate 0.47% among 220,000; AID 1381;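 active means plate z-score of nuclear minus cytoplasmic receptor signal below a set negative limit, without overly bright fluorescence or cell loss, cut at about -3.5 in these data, passing the limit was not always enough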;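 further: z-score of nuclear minus cytoplasmic ring GR-EGFP intensity difference per well; some compounds called inactive have numbers as strong as hits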
#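 medium = tetracycline-free induction medium containing charcoal-stripped FBS | also added = 1.0 µM final dexamethasone stimulus | schedule = 48 h induction, 1 h compound, 30 min dex at 37 °C | technique = fixed, Hoechst-stained cells imaged at 10x for EGFP | measure = GR-EGFP nuclear translocation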
# PhoP inhibition – inhibitors of PhoP regulon expression, primary screen, Salmonella Typhimurium, GFP reporter (AID 1863) | hit rate 0.16% among 300,000 | inhibition, % at 50 µM; hits with a dose series show IC50 in µM | S. Typhimurium PhoP-regulated promoter GFP reporter, 4 h; higher % means a stronger effect;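 active means inhibition over 29.93%, a cutoff 3 SD above the screen mean, later confirmed by dose response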;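 further: 0% = low Mg2+ inducing control and 100% = high Mg2+ repressing control; strong numbers were not always called active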
# bCat nuc transl – beta-catenin nuclear translocation modulation. hit rate 0.3% among 190,000. nuclear translocation activity, % at 5 µM. HeLa beta-catenin nuclear translocation, immunofluorescence imaging;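 active means nuclear translocation activity above 50% at 5 µM, with a well cell count of 50 or more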;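 further: per-cell ratio of nuclear to cytoplasmic median beta-catenin stain intensity; plate controls were DMSO negative control for no effect and GSK-3 inhibitor IX positive control for full effect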
#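 assay system = human HeLa cells, endogenous beta-catenin | times = compound treatment 24 h, 37°C, 5% CO2 | detection = Anti-beta-catenin immunofluorescence on PFA-fixed, Triton-permeabilized cells, DAPI nuclei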
# MT stabilize HCS – microtubule stabilizers in HeLa cells; HeLa tubulin immunostaining HCS, 24 h; share of cells brighter than vehicle mean+2SD; % tubulin-high responders, % at 10 µM; hit rate 0.83% among 200,000;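 active means plate Z-score above 3 for both tubulin-high and condensed-nucleus cell shares, with cell loss under 80%, at 10 µM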;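 further: anti alpha tubulin signal scored within the nucleus-defined area of each cell; some results filed as inactive read as strong as hits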
# ER stress rescue – protection against thapsigargin-triggered cell killing – 384-well, CSM14.1, ATP luminescence, primary screen (AID 1222); CSM14.1 thapsigargin-induced death rescue, ATP luminescence; higher % means a stronger effect; 190,000 tested, under 10 active; one-dose cellular ATP content (survival), % at 20 µM; EC50 in µM for titrated hits;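 active means EC50 below 50 µM in the dose-response confirmation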;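 further: death triggered by thapsigargin at about 15 µM added after 2 h compound pretreatment; cell ATP read after overnight thapsigargin exposure of roughly 18 to 22 hours; normalized against plate controls of thapsigargin alone and 5% DMSO vehicle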
# Autophagy mod – alters autophagy in cells. MEF GFP-LC3 puncta imaging; test concentration mostly 10 µM. calls only at 10 µM (by protocol). hit rate 0.98% among 190,000;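 active means percentage of spot-positive cells more than 3 SD above its plate mean, without a fluorescence outlier flag or 80% toxicity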;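 further: spot-positive cell cutoff set from DMSO-treated cells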
# Insulin prom up – MIN6 insulin promoter up-regulation; MIN6 insulin promoter-GFP reporter, high-content imaging; stronger effect = higher value; z-score at 5 µM; hit rate 0.3% among 190,000;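 active means z-score above 3 at 5 µM with at least 500 cells counted in the well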
# Hep lipid drop – modulators of hepatic lipid droplet formation. AML12 mouse hepatocytes, oleate lipid droplets, BODIPY imaging. inhibition, % at 6.5 µM. hit rate 0.4% among 240,000. AID 1656;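 active means lipid droplet intensity inhibited by at least 50%, with more than 500 cells counted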
#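 Material: mouse AML12 hepatocyte cell line, fixed after treatment; Timing: compound with oleate, overnight; Technique: high-content imaging of BODIPY-stained droplets and DAPI nuclei; Probe or stimulus: oleate, 100 µM final; Dosing: compound at 6.5 µM only.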
# Dynein transport cytoplasmic EGFP – recorded beside Dynein transport, whose call it bears; z-score; measured here: cytoplasmic GR-EGFP intensity; stronger effect = higher value
# Dynein transport nuclear GR-EGFP – also measured in Dynein transport; calls as there; z-score; measured here: nuclear GR-EGFP intensity;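 lower value marks the stronger effect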
# Dynein transport cell count – also measured in Dynein transport; calls as there; z-score; measured here: cell count per field
# Insulin prom up cell count – also measured in Insulin prom up; calls as there; cell count; measured here: cytotoxicity, nuclei count;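 total cells summed across four imaged fields per well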
# Hep lipid drop cells 6.5 µM – further read-out of Hep lipid drop, marked with its call; cell count; measured here: cell count, cytotoxicity flag;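 cells counted across two imaged fields per well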
# bCat nuc transl cell count 5 µM – also measured in bCat nuc transl; calls as there; cell count; measured here: cell count, cytotoxicity flag
# T cell HTS vesicle-bound % – recorded beside T cell HTS, whose call it bears; double positive events, %; measured here: CD8+ vesicle-bound cell fraction;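 binding gate set so that unloaded-vesicle control wells show 10% double positive cells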
# MT stabilize HCS Hoechst-high % – also measured in MT stabilize HCS; calls as there; % Hoechst-high responders; measured here: nuclear condensation Hoechst responders;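 share of cells brighter than vehicle mean plus two SD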
# MT stabilize HCS cytotoxicity % – also measured in MT stabilize HCS; calls as there; toxicity, %; measured here: cytotoxicity by cell density;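 0% = mean cell density of plate MIN control wells and 100% = no cells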
# Autophagy mod cell loss 18 h – also measured in Autophagy mod; calls as there; toxicity, %; measured here: cell loss, nuclei count;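 cell loss after 18 h compound exposure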
# * = called active by the depositor; i = inactive; . = not tested or not shown; + = active, no number.
entry	SMILES	T cell HTS	T cell HTS vesicle-bound %	Dynein transport	Dynein transport cytoplasmic EGFP	Dynein transport nuclear GR-EGFP	Dynein transport cell count	PhoP inhibition	bCat nuc transl	bCat nuc transl cell count 5 µM	MT stabilize HCS	MT stabilize HCS Hoechst-high %	MT stabilize HCS cytotoxicity %	ER stress rescue	Autophagy mod	Autophagy mod cell loss 18 h	Insulin prom up	Insulin prom up cell count	Hep lipid drop	Hep lipid drop cells 6.5 µM
1	Cc1noc(C)c1S(=O)(=O)N1CCN(Cc2ccc3c(c2)OCO3)CC1	i	12	-0.67	-0.24	-0.32	0.18	3%	-5.8	1144	11	1.4	6.9	-0.9%	.	.	-0.59	2062	5	541
2	CCCCNC(=O)C1CCC(CNc2c(N3CCC(C)CC3)c(=O)c2=O)CC1 (stereo unspecified)	i	22	-0.076	-0.27	0.37	1	-5%	-0.7	1319	.	.	.	.	.	.	-1.1	1089	12	720
3	O=C(NCC1CCCO1)C(c1cccs1)N(Cc1cccs1)C(=O)c1ccc(-c2ccccc2)[nH]1 (stereo unspecified)	i	53	-1.4	-0.13	-0.56	1.1	-20%	-1.0	1034	3.4	2.6	12	0.0%	i	-5	-1.3	1389	-6	693
4	CCC(C)(C(=O)NC1CCCCC1)N(Cc1ccco1)C(=O)c1ccccn1 (stereo unspecified)	i	18	0.69	-0.11	0.5	-0.46	15%	0.2	1053	1.7	1.3	8.8	9.7%	i	0	.	.	-8	747
5	CC(C)n1c(N2CCN(C(=O)c3cccs3)CC2)nc2ccccc21	i	20	1.4	-0.16	0.75	-1.3	5%	-3.5	1213	1.6	1.5	3.7	-2.0%	i	-3	-0.18	1131	-7	753
6	Cc1cccc(N2CCN(C(=O)Cc3c(C(=O)O)[nH]c4ccc(Cl)cc34)CC2)c1C	i	40	-1.4	-0.25	-0.77	0.72	-5%	0.3	876	2.5	1.7	2.1	0.8%	i	-10	-0.27	1054	.	.
7	Oc1ccc(CCc2n[nH]c(=S)n2-c2ccc(F)cc2)cc1	i	41	-0.09	-0.14	-0.057	0.35	-5%	-2.5	1131	.	.	.	.	.	.	-0.38	1416	-2	708
8	Cc1cccc(NC(=O)c2ccc(CN3CCc4ccccc4C3)cc2)c1C	i	47	2.7	-0.092	1.6	-1.2	3%	1.4	798	4.1	0.9	0.2	-1.6%	i	44	0.12	1578	-1	665
9	CCOC(=O)c1cccc(NC(=O)C2CCCN2S(=O)(=O)c2cccc3cccnc23)c1 (stereo unspecified)	i	34	1.9	-0.19	1.3	-0.57	-4%	.	.	2.6	3.6	4.1	0.0%	i	1	-2	979	.	.
10	O=C(CN1CCN(c2ccccn2)CC1)Nc1ccc(F)cc1	i	18	0.25	-0.011	0.22	0.27	-7%	.	.	1.0	1.3	18	-1.0%	i	-5	0.83	929	3	825
11	CC(Sc1nnc(N)s1)c1ccccc1Cl (stereo unspecified)	i	44	-0.38	-0.24	-0.1	0.55	13%	.	.	4.0	3.1	5.3	0.3%	i	-5	0.82	841	.	.
12	c1ccc(CNc2c3c(nc4ncnn24)CCCC3)nc1	i	41	2.9	-0.23	1.6	-1.9	-8%	-1.5	1067	5.5	2.0	9.8	-1.0%	i	-12	0.01	1763	-11	679
13	COC(=O)C(Cc1c[nH]c2ccccc12)NC(=O)C(C)C (stereo unspecified)	i	52	-0.81	-0.022	-0.15	0.16	3%	-1.8	1423	3.7	2.2	2.8	-1.3%	i	7	0.38	1574	.	.
14	CC(C)(CO)NC12CC3CC(CC(C3)C1)C2	i	48	-0.17	-0.23	-0.057	0.72	3%	-3.4	1002	2.7	1.0	5.7	-1.3%	i	-12	0.73	1307	4	716
15	Nc1ccccc1C(=O)N(Cc1ccccc1)Cc1ccccc1	i	46	-0.53	-0.25	0.043	-0.12	0%	-0.8	1259	2.8	1.8	4.3	2.1%	i	-2	-0.05	1123	-2	814
16	CC(=O)n1cc([C@@H]2C=C(C(=O)Nc3ccccc3)O[C@H](OCc3ccc(CO)cc3)C2)c2ccccc21	i	28	0.3	-0.22	0.44	-0.56	-9%	-1.1	1169	4.8	1.0	6.1	-0.6%	i	11	0.28	1567	-1	655
17	O=c1c2ccccc2nnn1Cc1ccccn1	i	10	1.4	-0.17	0.83	-0.64	32%	-3.7	948	2.0	2.1	6.9	-2.5%	i	-8	0.26	1276	.	.
18	O=C(/C=C/c1cccc(Br)c1)N1CCN(c2cccc(C(F)(F)F)c2)CC1	i	37	-1.1	-0.06	-0.75	1	-7%	-2.2	560	1.4	2.4	4.0	2.0%	i	-18	0.04	1366	-5	695
19	Cc1[nH]n(-c2ccc(C(=O)O)cc2)c(=O)c1CCO	.	.	-0.16	-0.14	-0.13	-0.059	2%	-0.1	1127	1.6	1.6	5.6	.	i	-4	0.23	1338	-6	741
20	COC(=O)C(C(C)C)N1CCc2c(C)nc3c(C#N)cnn3c21 (stereo unspecified)	i	65	0.32	-0.23	0.37	0.58	-5%	-0.2	1487	0.9	1.6	6.1	-0.7%	i	11	.	.	3	662
21	Cc1ccc(-n2cc(CN(C)CCc3cn[nH]c3)c(-c3cccc(C)c3)n2)cc1	i	55	-0.86	-0.25	-0.32	0.58	0%	0.8	887	2.5	2.3	0.3	-3.2%	i	14	-1.4	1376	-46	614
22	CN(C)C(=O)N1CCN(C(=O)N(C)C)CC1	i	48	-0.32	1.1	0.046	0.55	12%	-0.5	861	2.6	2.9	1.7	0.3%	i	8	-0.2	1309	.	.
23	COC(=O)COc1ccc(S(=O)(=O)NCc2ccco2)cc1Cl	i	10	-0.17	-0.24	0.16	0.82	3%	.	.	1.8	2.8	21	-2.1%	i	-1	-0.28	1157	1	756
24	c1ccc2c(c1)CCN(c1nc3cc4c(cc3s1)OCO4)C2	i	38	-0.37	-0.0043	0.43	0.2	2%	.	.	2.8	1.2	5.5	-4.9%	i	-1	1.2	1233	-15	734
25	O=C(Nc1ccc(F)c([N+](=O)[O-])c1)c1cccs1	i	55	2.8	-0.016	1.8	-2.4	16%	1.8	1038	1.3	1.7	2.7	-1.8%	i	-5	0.49	905	-14	713
26	Cc1cccc2cc(CN(Cc3cccs3)C(c3nnnn3C3CCCC3)C(C)C)c(=O)[nH]c12 (stereo unspecified)	.	.	0.56	-0.26	0.52	-0.25	-12%	3.5	1034	2.0	1.2	8.1	-2.2%	i	1	-4.9	732	.	.
27	CCc1nnc2n1N=C(c1ccc(-c3cc(Cl)ccc3Cl)o1)CS2	i	36	0.0085	-0.09	0.034	0.58	-9%	-0.4	1187	7.7	2.5	7.2	0.5%	+	-1.3*	-0.58	984	.	.
28	COc1cccc(NC(=O)c2ncn[nH]2)c1	i	43	-0.27	-0.17	0.16	-0.54	-16%	.	.	2.7	1.2	4.5	-2.4%	i	-9	0.44	1353	-10	755
29	O=C(c1cc(-c2ccncc2)nc2ccc(Cl)cc12)N1CCN(Cc2ccc3c(c2)OCO3)CC1	i	46	-0.092	-0.3	0.54	0.45	-6%	-0.2	1491	5.3	3.3	0.5	-1.8%	i	6	-0.98	1443	.	.
30	Cc1cc(C2=NNC(=Nc3ccc(S(=O)(=O)N4CCOCC4)cc3)SC2)c(C)n1C	i	45	-0.91	-0.25	-0.44	0.89	-6%	0.5	1347	.	.	.	.	.	.	-0.45	926	4	692
31	COc1cccc(CC2(CO)CCN(S(=O)(=O)N(C)C)CC2)c1	i	25	-0.37	-0.38	-0.13	1	-12%	1.8	976	1.8	2.2	5.6	-0.1%	i	9	-0.02	1398	0	615
32	COc1cc(C(=O)Nc2cccc3cccnc23)cc(OC)c1OC	i	43	1.4	0.37	0.82	-1.1	-5%	-0.7	1457	2.1	1.1	3.5	6.9%	i	-3	1.7	1406	.	.
33	COc1cc(NC(=S)NC(=O)CC(C)C)ccc1NC(=O)c1cc2ccccc2o1	i	36	0.27	-0.23	0.22	0.27	-3%	-2.3	563	2.9	2.1	0.9	-0.9%	i	6	-0.19	1347	-10	557
34	CCCCN(C)CCC(=O)Nc1ccc2c(c1)CCC2	i	50	-0.64	-0.17	-0.18	0.89	3%	1.2	1555	5.0	2.3	11	-1.9%	i	-3	-1.5	1578	-4	638
35	Cc1nnc2sc(-c3ccccn3)nn12	i	23	-0.57	-0.2	0.079	0.33	-8%	1.4	1026	3.9	2.3	7.3	-3.7%	i	-1	0.32	1298	1	776
